GPR35 antagonists = GPR35 antagonists blocking zaprinast-driven arrestin recruitment, primary screen, imaging, U2OS, beta-arrestin-GFP, zaprinast agonist (AID 2058) | U2OS GPR35 beta-arrestin-GFP translocation imaging, zaprinast antagonism; higher % means a stronger effect | one-dose inhibition, % at 10 µM; IC50 in µM for titrated hits | hit rate 0.052% among 290,000;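 active = inhibition of at least 50% with at least 30 cells and total cytoplasm GFP at most 10,000,000; inconclusive = under 30 cells or total GFP of 10,000,000 plus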
GPR55 LPI antagonism = inhibition of LPI-stimulated GPR55 beta-arrestin translocation – imaging, U2OS, beta-arrestin-GFP, LPI agonist, primary screen (AID 2013); one-dose inhibition, % at 10 µM; IC50 in µM for titrated hits; U2OS GPR55 beta-arrestin-GFP translocation imaging, LPI antagonism; higher % means a stronger effect; hit rate 0.13% among 290,000;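 active = spots per cell inhibited over 60%, with over 100 cells counted and total cytoplasm intensity under 500,000; inconclusive = wells with under 100 cells, flagged as likely toxic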;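 also: U2OS cells stably carrying GPR55 and arrestin-GFP stimulated by 5 µM LPI near EC80; imaged beta-arrestin-GFP aggregate spots per cell after agonist stimulation; plate controls were LPI-stimulated DMSO wells for no effect and DMSO wells without LPI for full effect; some results filed as inactive read as strong as hits; confirmed hits need IC50 under 10 µM and bright autofluorescent wells are also inconclusive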
GPR55 activation = selective activators of receptor GPR55 – imaging, U2OS cells, beta-arrestin-GFP redistribution, primary screen (AID 1961); U2OS GPR55 beta-arrestin-GFP redistribution imaging; higher % means a stronger effect; activation, % at 10 µM; hits with a dose series show EC50 in µM; hit rate 0.048% among 290,000;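 active = activation above 40% with more than 50 cells counted in the well; inconclusive = wells holding fewer than 50 cells, flagged as toxic or sparse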;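 also: U2OS osteosarcoma cells stably expressing GPR55 and beta-arrestin-GFP; plate controls were DMSO negative control for no effect and LPI positive control for full effect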
HIV peptide binding = cell-free HIV fusion peptide-binding blockers – biochemical, uHTS, fluorescence dequenching, primary screen (AID 1986); inhibition, % at 20 µM, or IC50 in µM where a hit was titrated; hit rate 0.3% among 290,000; cell-free peptide binding, fluorescence dequenching, 30 min; higher % means a stronger effect; in the data active = inhibition mostly above about 52%, no sharp cut-off; inactive = mostly below about 76%; also: some results filed as inactive read as strong as hits
KOR beta-arrestin-1 = KOR agonists, beta-arrestin recruitment, primary screen, cell-based, luminescence, uHTS (AID 1777) | KOR beta-arrestin recruitment, luminescence; higher % means a stronger effect | activation, % at 10 µM; hits with a dose series show EC50 in µM | hit rate 0.02% among 280,000; in the data active = activation above about 50%, passing the limit was not always enough; also: a part of the inactive calls stands beside numbers as strong as those of hits
NOD1 inhibition = NOD1 signaling inhibitors, primary screen, cell-based, luminescence, uHTS (AID 1578); inhibition, % at 4 µM, or EC50 in µM where a hit was titrated; hit rate 1% among 290,000; NOD1-driven NF-kB luciferase reporter cells, luminescence; higher % means a stronger effect; in the data active = inhibition mostly above about 36%, no sharp cut-off; inactive = mostly below about 34%;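 also: HEK-293T reporter cells stimulated with the NOD1 agonist gamma-tri-DAP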
HEK293 NOD2/NF-kB = NOD2 signaling inhibitors, cell-based, luminescence, uHTS, HEK293 (AID 1566) | inhibition, % at 4 µM; hits with a dose series show EC50 in µM | HEK293 NOD2/NF-kB luciferase reporter, luminescence; higher % means a stronger effect | hit rate 0.63% among 290,000; also: many of its hits are not listed in these tables
Myeloid diff MLP = promotes myeloid progenitor differentiation; calls only at 10 µM; hit rate 1% among 360,000; ER-HoxA9 myeloid progenitors, lysozyme-GFP differentiation, flow cytometry; AID 624256;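 active = normalized GFP-positive differentiation at or above the plate's own cutoff, the solvent-only control mean plus 3 SD; inconclusive = no clear call, values can overlap the other calls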;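 also: cells exposed to compound for four days before flow analysis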
KOR beta-arrestin-2 = KOR antagonists, beta-arrestin recruitment, cell-based, luminescence, uHTS (AID 1778); KOR beta-arrestin recruitment, luminescence, antagonist mode; higher % means a stronger effect; one-dose inhibition, % at 10 µM; IC50 in µM for titrated hits; hit rate 0.091% among 290,000; also: strong numbers were not always called active
Myeloid diff MLP GFP+ MAC1+ % = further read-out of Myeloid diff MLP, marked with its call; GFP+ MAC1+ double positive, %; measured here: differentiation confirmed by MAC1 staining
Active calls of the source: *; i = inactive; ? = inconclusive; . = no result given; + = active, no number; [ ] = remark or other dose. Rule as the data show it, unless noted: active = inhibition above about 50%; inactive = the rest.

SMILES	GPR35 antagonists	GPR55 LPI antagonism	GPR55 activation	HIV peptide binding	KOR beta-arrestin-1	NOD1 inhibition	HEK293 NOD2/NF-kB	Myeloid diff MLP	Myeloid diff MLP GFP+ MAC1+ %	KOR beta-arrestin-2
Cc1ccc2[nH]c(=O)c(CN(CC3CCCO3)S(=O)(=O)c3cccc4nsnc34)cc2c1 (stereo unspecified)	3.7%	-1.4%	-0.2%	-0.5%	2.4%	-23.0%	11.1%	i	3.0	-2.3%
CCOC(=O)c1nnc2cc(C)nn2c1C	-8.2%	-7.7%	-0.2%	0.2%	-0.7%	1.3%	8.8%	i	0.6	-7.7%
Clc1ccc2nc(NC3=NCN(CCN4CCOCC4)CN3)nc(-c3ccccc3)c2c1	11.9%	-2.8%	0.3%	-3.0%	2.9%	6.9%	-9.0%	.	.	-10.9%
Cc1nc2nc(NC(=O)c3ccco3)[nH]n2c(=O)c1C	-2.1%	8.4%	0.0%	1.0%	1.7%	-32.4%	2.4%	i	8.7	-32.3%
O=C(COC(=O)c1cccc(S(=O)(=O)N2CCCC2)c1)NCc1ccccc1	4.8%	-0.7%	0.1%	1.0%	-4.8%	-20.2%	-4.5%	i	0.4	1.6%
O=C(COC(=O)c1ccc(CSc2ccc(Cl)cc2)cc1)Nc1ccccc1	22.3%	-5.0%	0.5%	5.7%	26.3%	-23.1%	-5.4%	i	0.3	24.7%
CCC1(C)Cc2c(sc3[nH]c(=S)[nH]c(=S)c23)CO1 (stereo unspecified)	5.3%	0.5%	0.2%	-1.7%	3.6%	-19.6%	-3.4%	i	0.5	11.1%
CCOC(=O)C1=C(C)NC(=O)CC1c1ccccc1 (stereo unspecified)	-1.8%	0.0%	-0.2%	-1.4%	-1.8%	-22.9%	-5.2%	i	2.4	22.9%
CCCC(C(=O)NC1CCCC1)N(CC1CCCO1)C(=O)c1snc(C(N)=O)c1N (stereo unspecified)	-17.2%	2.4%	0.3%	0.7%	-5.2%	-10.3%	-7.3%	i	1.5	0.7%
Cc1ccc(NC(=O)C2CCCN(S(=O)(=O)c3ccc4[nH]c(=O)ccc4c3)C2)nc1 (stereo unspecified)	-7.7%	12.8%	-0.1%	-1.0%	-11.3%	-24.5%	5.6%	i	6.3	-19.9%
COc1cc(/C=C(\C#N)C(=O)Nc2cccnc2)ccc1OC(C)C	-2.6%	-3.6%	0.1%	-0.3%	1.0%	-13.6%	-0.3%	i	0.5	-23.3%
Cc1nn(Cc2cccc(C(=O)Nc3ccn(Cc4c(F)c(F)cc(F)c4F)n3)c2)c(C)c1[N+](=O)[O-]	6.5%	-0.9%	-0.1%	2.2%	3.1%	16.7%	7.6%	i	13.0	3.0%
CC1(C)Nc2ccccc2C(=O)N1c1ccccc1	-9.9%	-4.8%	0.0%	-0.2%	-3.5%	-5.6%	6.2%	i	0.7	-11.5%[20 µM]
COc1ccc2c(c1)C(C)CC(C)(C)N2C(=O)Nc1ccccc1 (stereo unspecified)	13.8%	8.9%	-0.1%	1.6%	-0.4%	-22.5%	9.4%	i	1.4	-38.4%[20 µM]
O=S(=O)(c1ccccc1)c1nc(-c2ccco2)oc1NCc1ccco1	-2.0%	6.9%	-0.1%	3.7%	-1.9%	16.4%	-5.5%	i	0.5	-12.1%
COc1ccc(-n2cnc3c(sc4nc(N5CCOCC5)c5c(c43)CCCC5)c2=O)cc1	-18.9%	7.1%	-0.3%	0.9%	2.9%	.	.	i	0.8	-20.2%
COC(=O)c1ccc(C)c(NS(=O)(=O)c2ccc(NC(C)=O)cc2)c1	-1.0%	12.2%	-0.1%	0.0%	2.9%	-10.7%	1.9%	i	2.1	-12.3%
Cc1oc(-c2cccs2)nc1CN1CCN(C(C)C)C(CCO)C1 (stereo unspecified)	15.7%	1.7%	-0.2%	-1.3%	-2.2%	-39.1%	-28.5%	i	0.5	-1.9%
CCOC(=O)Cn1c(=O)n(Cc2ccc(OC)cc2)c(=O)c2cccnc21	16.9%	12.8%	0.3%	1.4%	0.3%	-8.4%	-1.7%	i	0.4	11.5%
CN(CC(=O)Nc1ccc(F)cc1)C(=O)c1cccc(S(=O)(=O)N2CCN(c3ccccc3)CC2)c1	-7.8%	11.0%	0.2%	-1.0%	1.6%	-14.8%	14.8%	i	2.9	19.5%
CCCC1=[N+](CC(=O)c2ccc(Br)cc2)CCn2cccc21	-7.4%	11.5%	-0.1%	9.0%	2.5%	-11.9%	2.0%	i	2.4	22.8%
O=C(NC(=S)N(CCO)Cc1ccccc1)c1cc(Br)ccc1Cl	-9.1%	-6.5%	-0.6%	0.4%	3.1%	-10.4%	-0.1%	i	0.4	-6.1%
CCc1ccc(-c2nc(CSCC(=O)NCCCN3CCCC3=O)c(C)o2)cc1	0.5%	20.6%	0.0%	-0.4%	2.0%	11.4%	1.5%	i	0.7	-50.4%
O=C(CCNS(=O)(=O)c1cccs1)NCc1ccccc1	1.4%	3.2%	0.0%	-2.3%	9.7%	-1.6%	-20.3%	i	0.4	-34.2%
CCc1nn2c(=O)c(S(=O)(=O)Nc3ccc(C(C)C)cc3)c(C)nc2s1	-22.5%	-9.0%	-0.1%	-0.3%	-1.8%	10.1%	33.8%	i	2.4	-46.1%[20 µM]
Next part:
SMILES	GPR35 antagonists	GPR55 LPI antagonism	GPR55 activation	HIV peptide binding	KOR beta-arrestin-1	NOD1 inhibition	HEK293 NOD2/NF-kB	Myeloid diff MLP	Myeloid diff MLP GFP+ MAC1+ %	KOR beta-arrestin-2
Cc1cc(C)cc(NC(=O)Nc2ccc(-n3ccc(C(F)(F)F)n3)cc2)c1	-12.1%	-2.2%	-0.2%	0.3%	5.9%	-2.8%	-58.0%	i	0.0	-33.5%
COc1ccccc1N1CCN(C(=O)c2ccc(N3CCCC3=O)cc2)CC1	0.9%	14.3%	0.2%	-3.0%	0.3%	17.4%	6.3%	i	0.8	-72.2%
CC(C)n1nccc1N(Cc1ccc(Br)cc1)S(=O)(=O)c1ccccc1	21.5%	2.2%	-0.1%	-1.2%	0.2%	-32.6%	-8.9%	?	.	36.4%
Cc1cc(=O)oc(C)c1C(=O)Nc1cccc(F)c1	6.4%	8.9%	0.3%	-0.7%	4.2%	-6.1%	15.1%	i	0.5	29.3%
O=C(NCc1cccs1)c1ccc(N2CCCCC2)nc1	-6.9%	-9.7%	-0.1%	-2.1%	5.8%	2.5%	-7.8%	i	4.1	-97.0%
COC(=O)c1sc2cc([N+](=O)[O-])cc(SCC(C)C)c2c1N	5.4%	19.6%	21.1%	11.8%	1.0%	-25.9%	18.9%	+	0.9*	11.5%
CCC1Oc2ccccc2N(Cc2ccccc2C)C1=O (stereo unspecified)	31.3%	10.8%	-0.1%	-2.0%	0.2%	-10.8%	11.8%	i	5.1	17.1%
Cn1c(SCC(=O)NCC2CCCO2)nc2c([nH]c3ccccc32)c1=O (stereo unspecified)	10.5%	17.7%	0.6%	-0.1%	9.1%	-5.7%	-1.7%	i	12.7	2.9%
Cn1cc([N+](=O)[O-])c(C(=O)NCc2ccco2)n1	16.3%	6.6%	0.5%	-0.7%	-3.1%	-18.1%	-4.7%	i	0.4	-5.9%
Cc1ccc(OCC(=O)N/N=C/c2ccncc2)cc1	10.7%	5.9%	0.2%	-2.6%	0.7%	11.8%	-0.3%	i	0.8	-6.4%
CCCNc1cc(C)c(C#N)c2nc3ccccc3n12	18.0%	3.2%	-0.1%	-0.3%	-4.9%	8.3%	-0.7%	i	0.8	-17.4%
CC(=O)NC(Cc1ccccc1)C(=O)NC1CCN(C(=O)c2ccc([N+](=O)[O-])cc2)CC1 (stereo unspecified)	8.8%	8.2%	0.2%	-1.6%	-5.7%	-2.8%	11.0%	i	0.1	12.8%
CC/C(=N\NC(=O)c1cc(C2CC2)[nH]n1)c1ccccc1	-13.0%	6.1%	0.3%	2.6%	0.6%	8.5%	-20.3%	i	1.9	-15.0%
O=C(Nc1nc2ccccc2n1CCN1CCOCC1)c1ccc(Cl)cc1	-5.0%	8.0%	-0.1%	-2.1%	.	5.8%	-42.0%	i	0.0	.
O=C1OCCC1Sc1nnc(-c2ccc(Br)cc2)o1 (stereo unspecified)	11.2%	6.0%	0.0%	1.2%	-2.9%	-16.0%	10.8%	i	0.6	-4.7%
CC(C)OC(=O)c1cccc(NC(=O)CSc2nnc(N)s2)c1	-7.8%	4.8%	0.1%	2.1%	-1.8%	-31.4%	12.1%	i	0.6	19.6%
CC(C)(C)OC(=O)N[C@@H](Cc1ccccc1)C(=O)N1CCC(C(=O)O)CC1	2.7%	4.7%	-0.1%	-0.1%	0.9%	4.9%	8.2%	i	2.1	-28.0%
Cc1ccc(NS(=O)(=O)c2cccc3cccnc23)cc1Cl	6.5%	6.7%	0.3%	-0.6%	1.4%	2.7%	6.7%	i	1.1	21.8%
Cc1cccc(CN2CCN(C(=O)c3ccccc3F)CC2)c1	12.3%	10.8%	0.2%	-0.8%	-4.7%	-3.8%	-7.4%	i	1.3	26.9%
C=CCNC(=S)N/N=C/c1ccccc1OCCOc1ccccc1	7.4%	8.4%	0.1%	1.6%	13.8%	-3.9%	10.3%	i	0.6	-232.8%[20 µM]
Cc1c(C(=O)Nc2ccc(C(=O)Nc3ccccc3)cc2)cccc1[N+](=O)[O-]	-7.5%	-5.8%	-0.2%	-1.8%	0.0%	-43.1%	-2.1%	i	0.6	-0.7%
C#CCOCCOCCOCCNc1nc(N2CCN(C(=O)[C@H](Cc3ccc(O)cc3)n3cc([C@@H](N)C(C)CC)nn3)CC2)nc(N2CCN(C(=O)[C@H](CCCCN)n3cc([C@@H](N)CO)nn3)CC2)n1 (stereo partly specified)	-7.2%	15.8%	0.2%	2.0%	7.3%	-8.2%	5.1%	i	0.9	26.1%
Cc1cccc(N=C2NC(=O)/C(=C/c3cccn3C)S2)c1	-6.4%	-13.8%	-0.1%	2.7%	0.5%	-7.1%	-36.0%	i	0.2	-10.7%
COc1cccc(CN2CCN(Cc3cccc(Br)c3)CC2)c1OC	1.1%	14.9%	0.3%	2.6%	-2.3%	-4.0%	-11.2%	i	0.3	-4.3%
COC(=O)[C@@H](NC(=O)NCc1ccc(F)cc1)C(C)C	5.3%	5.5%	0.1%	-0.8%	-5.3%	-3.5%	16.3%	i	7.4	-15.0%
O=S(=O)(c1ccc(Cl)cc1)N1CCN(C2CCN(Cc3ccccc3)CC2)CC1	8.0%	-7.2%	0.7%	0.4%	-3.9%	-5.6%	-1.4%	i	0.2	26.4%
Cc1c(NC(=O)CN2C(=O)C(=O)N(Cc3ccccc3)C2=O)c(=O)n(-c2ccccc2)n1C	-3.8%	15.3%	-0.3%	-0.9%	-0.2%	-0.2%	13.8%	i	0.7	5.4%
C=C(C)COc1ccc(-c2ncncc2-c2ccc(Br)cc2)c(O)c1	-7.3%	10.3%	-0.1%	0.7%	-1.1%	-5.1%	-3.0%	i	0.4	-1.1%
COc1ccc(CCn2cnc(=O)c(C#N)c2C)cc1OC	-1.1%	8.6%	-0.5%	2.1%	-2.8%	-7.8%	10.2%	i	0.6	-14.1%

These rows are one share of the data; rates above refer to the full screens.
